Vif-A3F inh = inhibitors of Vif-A3F interaction. 390,000 compounds, 0.2% hits. Potency, µM (doses to about 46.1 µM), inactives show top-dose activity, negative = active. HeLa A3F-eYFP + Vif (tagged APOBEC3F with the HIV-1 protein that degrades it), YFP fluorescence increase; also: % of control where 0% means no effect; nearly all actives have a fitted effect of over 65% in size
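HeLa cells stably expressing A3F-eYFP plus Vif, plated and incubated overnight at 37 deg C, then exposed to compounds overnight at 37 deg C. Blocked degradation read as raised yellow fluorescence (Ex 488/Em 500-530).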
RGS4 inhibitor = inhibitors of human regulator of G protein signaling 4; Transcreener GDP fluorescence polarization, RGS4-accelerated GTP hydrolysis; 390,000 compounds, 0.039% hits; AID 504845; Potency, µM (series often up to 114 µM), for inactives: top-dose activity change, negative = inhibition, most hits filed as inhibitors; P49798; also: % is scaled to controls: 0 for no effect and ±100 for the full control effect; nearly all actives have a fitted effect of over 75% in size; some results filed as inactive show a strong effect at the top dose
Target sequence (P49798 whole entry, looked up): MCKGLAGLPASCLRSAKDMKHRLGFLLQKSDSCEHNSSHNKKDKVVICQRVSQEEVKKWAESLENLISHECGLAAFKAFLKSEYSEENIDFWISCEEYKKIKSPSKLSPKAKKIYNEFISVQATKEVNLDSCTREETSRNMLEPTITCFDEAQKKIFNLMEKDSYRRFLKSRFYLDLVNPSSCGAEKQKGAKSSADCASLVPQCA
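MLSMR compounds (23 nl, pin-transferred) preincubated 10 min at room temperature with a 500nM (2x) first reagent, then RGS4 at 900nM (2x) plus Transcreener GDP mix added; fluorescence polarization (620/688 nm) read before and after 90 min at 30 °C.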
IDH1 R132H inh = human IDH1 R132H inhibition. O75874. IDH1-R132H enzyme, NADPH consumption, diaphorase/resazurin fluorescence. Potency, µM (top dose mostly 76.6 µM), for inactives: at the highest dose activity change, negative = inhibition, hits mostly inhibitors. 390,000 compounds, 0.093% hits. AID 602179; also: % is scaled to controls: 0 for no effect and ±100 for the full control effect; nearly all actives have a fitted effect of over 65% in size
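IDH1-R132H (0.5 ug/mL dispensed) in pH 7.5 Tris buffer was preincubated 30 min with compound, then given a substrate mix of 0.016 mM NADPH and 2 mM alpha-KG for 80 min at room temperature; remaining NADPH was read by diaphorase/resazurin fluorescence.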
TrxR1 inh = inhibitors of rat thioredoxin reductase 1 | O89049 | recombinant rTrxR1, NADPH fluorescence consumption, selenite substrate | Potency, µM (series often up to 114 µM), inactives show at the highest dose activity change, negative = inhibition, hits mostly inhibitors | 390,000 compounds, 1% hits; also: % is scaled to controls: 0 for no effect and ±100 for the full control effect; nearly all actives have a fitted effect of over 65% in size
Target sequence (O89049 whole entry, looked up): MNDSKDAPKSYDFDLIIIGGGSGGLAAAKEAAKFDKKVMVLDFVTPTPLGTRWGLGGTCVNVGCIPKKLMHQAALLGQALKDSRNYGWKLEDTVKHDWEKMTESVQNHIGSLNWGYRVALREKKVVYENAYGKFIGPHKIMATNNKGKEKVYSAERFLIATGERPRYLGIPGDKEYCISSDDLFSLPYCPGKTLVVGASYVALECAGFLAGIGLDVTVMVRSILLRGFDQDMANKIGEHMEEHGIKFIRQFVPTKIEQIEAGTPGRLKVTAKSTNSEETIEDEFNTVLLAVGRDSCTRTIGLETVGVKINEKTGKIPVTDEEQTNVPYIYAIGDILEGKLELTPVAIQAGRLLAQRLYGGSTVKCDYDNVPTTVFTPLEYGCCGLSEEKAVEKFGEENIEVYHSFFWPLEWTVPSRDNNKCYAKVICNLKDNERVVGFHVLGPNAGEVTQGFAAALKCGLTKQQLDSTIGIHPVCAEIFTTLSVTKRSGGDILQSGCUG
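Rat TrxR1 (90 nM in the dispensed reagent) was pre-reduced with 400 uM NADPH for 5 min at room temperature, then incubated with compound for 15 min. After 400 uM selenite was added, NADPH fluorescence (Ex 340/Em 450 nm) was followed for 8 min.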
12-LOX inh = blocks human arachidonate 12S-lipoxygenase; 580,000 compounds, 1.1% hits; P18054; purified 12hLO, xylenol orange hydroperoxide absorbance; Potency, µM (top dose mostly 108 µM), for the others: at the top dose activity change, negative = inhibition, hits mostly inhibitors; also: % is scaled to controls: 0 for no effect and ±100 for the full control effect
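Purified human 12hLO at 150 nM in 25 mM Hepes, 0.01% Triton X-100, pH 7.0, preincubated 15 min at room temperature with compound. Reaction started with 40 uM arachidonic acid, 30 min at room temperature. Hydroperoxide measured by Fe-xylenol orange, 573/405 nm absorbance ratio.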
Vif-APOBEC3G blk = Vif-A3G binding inhibition; HeLa A3G-eYFP + Vif (tagged APOBEC3G with the HIV-1 protein that degrades it), YFP fluorescence, overnight; Potency, µM (top dose mostly 46.1 µM), for inactives: at the top dose activity, negative = active, most hits filed as inhibitors; 410,000 compounds, 0.076% hits;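 also: % is scaled to controls: 0 for no effect and ±100 for the full control effect; nearly all actives have a fitted effect of over 60% in size; hits raise eYFP signal because A3G escapes Vif-driven loss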
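Read-out is eYFP fluorescence (Ex 488/Em 500-530) from Vif-expressing HeLa A3G-eYFP cells; more signal means A3G escaped Vif-mediated degradation. Cells plated overnight, compound pinned in, incubated overnight at 37 deg C.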
TrxR1 substrate = is turned over as a substrate by rat TrxR1; Potency, µM (series often up to 114 µM), without a hit: top-dose activity change, negative = substrate turnover; purified TrxR1 substrate turnover, NADPH consumption readout; O89049; 390,000 compounds, 0.01% hits; also: % is scaled to controls: 0 for no effect and ±100 for the full control effect; nearly all actives have a fitted effect of over 50% in size
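Rat TrxR1, dispensed at 90 nM, was prereduced with 400 uM NADPH (final) for 5 min at ~22 deg C, then incubated with compound 15 min before 400 uM selenite. A first-read NADPH fluorescence drop versus no-compound background flagged substrates.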
RXFP1 agonist = activates the human relaxin receptor RXFP1. AID 2676. 370,000 compounds, 0.3% hits. Potency, µM (titrated, usually from 57.5 µM), inactives show at the highest dose activation, hits mostly activators. HEK293T-RXFP1 cAMP TR-FRET, 30 min; response scale: percent of porcine relaxin response, buffer zero. Q9HBX9; also: % is scaled to controls: 0 for no effect and ±100 for the full control effect; nearly all actives have a fitted effect of over 60% in size; many of its hits are not listed in these tables
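Agonist response is measured as cAMP accumulation in an RXFP1-transfected HEK293T line under PDE4 inhibition. Values are scaled between buffer-only and 29 nM porcine relaxin, and EC50s come from standard Hill equation fits.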
USP1 inh = USP1/UAF1 (human) deubiquitinase inhibition | 390,000 compounds, 0.23% hits | Potency, µM (series often up to 57.1 µM), without a hit: at the highest dose activity change, negative = inhibition, hits mostly inhibitors | O94782 | recombinant USP1/UAF1, Ub-Rhodamine cleavage fluorescence; also: % is scaled to controls: 0 for no effect and ±100 for the full control effect; nearly all actives have a fitted effect of over 60% in size; inactives centre near -12
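Step one: compound is pinned into 1nM USP1/UAF1 in HEPES pH 7.8 buffer with TCEP. Step two: 15 min room-temperature incubation. Step three: Ub-Rho (150nM final) starts cleavage, tracked by fluorescence over six one-minute reads.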
* hit, by the source's call; ? = inconclusive; nt = no result given; & = joins results of further samples; [ ] = remark or other dose. Calls follow the shape of the dose curve; as a rule, active = well fitted curve in the direction sought with a large enough effect; inconclusive = small, poorly fitted or top-dose-only effect, or another doubt; inactive = no such curve, though single readings can be large; an effect the other way counts as inactive or inconclusive. Potency is read from the fitted curve at half-maximal effect.

canonical_smiles,Vif-A3F inh,RGS4 inhibitor,IDH1 R132H inh,TrxR1 inh,12-LOX inh,Vif-APOBEC3G blk,TrxR1 substrate,RXFP1 agonist,USP1 inh
COc1cc(C(C)=O)ccc1OCC(O)CN1CCN(c2ccccc2)CC1 (stereo not given),0.6%,11.4%,1.5%,16.3%,0.0%,3.9%,3.7%,1.1%,-20.2%
CCOc1ccc(Oc2c(/C=N/NC(=O)COc3ccccc3OC)c(C)nn2-c2ccccc2)cc1,-25.1%,28.2%,-2.9%,-2.9%,4.5%,-0.4%,-1.3%,4.4%,-18.2%
c1ccc(N2CC[N+]3(CCCC3)CC2)nc1,0.3%,32.6%,0.0%,-7.0%,-1.2%,2.3%,1.1%,1.0%,4.7%
Cn1c(Cc2csc(N)n2)nnc1SCC(=O)NCc1ccccc1,-3.8%,-17.9%,3.4%,16.9%,7.6%,0.3%,20.1%,-0.4%,4.3%
COc1cc(OC)cc(C(=O)N[C@H](C(=O)Nc2ccc(F)cc2F)C(C)C)c1,-4.8%,18.8%,-4.0%,8.1%,0.0%,-0.8%,-6.4%,-1.1%,-7.5%
COc1ccccc1OCCNC(=O)CNC(=O)c1ccc(Cl)c(Cl)c1,-37.8%,-11.3%,2.2%,-5.3%,10.5%,-1.1%,-13.2%,0.3%,-0.7%
O=C(Nc1nccs1)c1cccc(N2C(=O)C3C4C=CC(C4)C3C2=O)c1 (stereo not given),-17.2%,-7.9%,4.1%,-6.4%,5.0%,0.2%,-8.4%,7.9%,-4.3%
O=C1c2c([N+](=O)[O-])cc([N+](=O)[O-])cc2S(=O)N1Cc1ccccc1 (stereo not given),-16.7%,?,12.2%,-20.2%,?,2.4%,-1.8%,1.2%,-8.3%
CCCOc1ncnc2c1sc1nc3c(cc12)COC(C)(C)C3,-8.8%,-12.5%,18.2%,16.1%,-9.3%,4.3%,12.2%,-2.3%,-11.2%
COc1cccc2c1cc1c(=O)n(CC(=O)N3CCC(C)CC3)nc(C)n12,-3.5%&1.8%,3.6%&23.1%,-1.7%&0.0%,38.0%&69.7%,2.0%&-20.0%,-0.2%&6.2%,243.4%[activator],0.5%&5.4%,-14.0%&-12.6%
Nc1cc(C(=O)N2CCCC2)cc(C(=O)N2CCCC2)c1,-0.2%,21.4%,5.7%,28.1%,1.5%,0.6%,18.2%,0.5%,-2.9%
CC1CN(/C=C/C=O)C(C)CC1OC(=O)c1ccccc1 (stereo not given),-5.6%,-10.5%,2.8%,18.4%[57.1 µM],0.0%,-2.5%,10.7%[57.1 µM],0.4%,0.8%
CCOc1ccc(NS(=O)(=O)c2ccc3[nH]cc(C(=O)NCCc4ccccc4)c(=O)c3c2)cc1,-0.4%,-10.1%,-5.2%,11.8%[57.1 µM],-19.8%,4.6%,0.7%[57.1 µM],2.4%,-24.3%
S=c1nc(-c2sccc2OCc2ccc(Cl)cc2Cl)[nH][nH]1,2.9%,?,-9.2%,?,28.2µM*,-2.7%,12.0%,3.5%,-19.7%
CCCc1ccc2oc(C(=O)N3CCNC(=O)C3CC(=O)OC)c(C)c2c1 (stereo not given),4.1%,-3.2%,7.0%,-4.6%,419.3%[activator],1.1%,-7.1%,-4.4%,-17.7%

The last seven records of the section before lead into the next.
canonical_smiles,Vif-A3F inh,RGS4 inhibitor,IDH1 R132H inh,TrxR1 inh,12-LOX inh,Vif-APOBEC3G blk,TrxR1 substrate,RXFP1 agonist,USP1 inh
CCCOc1ncnc2c1sc1nc3c(cc12)COC(C)(C)C3,-8.8%,-12.5%,18.2%,16.1%,-9.3%,4.3%,12.2%,-2.3%,-11.2%
COc1cccc2c1cc1c(=O)n(CC(=O)N3CCC(C)CC3)nc(C)n12,-3.5%&1.8%,3.6%&23.1%,-1.7%&0.0%,38.0%&69.7%,2.0%&-20.0%,-0.2%&6.2%,243.4%[activator],0.5%&5.4%,-14.0%&-12.6%
Nc1cc(C(=O)N2CCCC2)cc(C(=O)N2CCCC2)c1,-0.2%,21.4%,5.7%,28.1%,1.5%,0.6%,18.2%,0.5%,-2.9%
CC1CN(/C=C/C=O)C(C)CC1OC(=O)c1ccccc1 (stereo not given),-5.6%,-10.5%,2.8%,18.4%[57.1 µM],0.0%,-2.5%,10.7%[57.1 µM],0.4%,0.8%
CCOc1ccc(NS(=O)(=O)c2ccc3[nH]cc(C(=O)NCCc4ccccc4)c(=O)c3c2)cc1,-0.4%,-10.1%,-5.2%,11.8%[57.1 µM],-19.8%,4.6%,0.7%[57.1 µM],2.4%,-24.3%
S=c1nc(-c2sccc2OCc2ccc(Cl)cc2Cl)[nH][nH]1,2.9%,?,-9.2%,?,28.2µM*,-2.7%,12.0%,3.5%,-19.7%
CCCc1ccc2oc(C(=O)N3CCNC(=O)C3CC(=O)OC)c(C)c2c1 (stereo not given),4.1%,-3.2%,7.0%,-4.6%,419.3%[activator],1.1%,-7.1%,-4.4%,-17.7%
Brc1nc2ncnc(NCc3ccco3)c2[nH]1,nt,17.5%,nt,24.3%[0.0914 µM],nt,4.1%,10.2%[0.0914 µM],nt,nt
O=C(NNC(=S)NC1CC2CCC1C2)c1ccc(Cl)cc1 (stereo not given),8.0%,-31.5%,-17.6%,4.5%,0.0%,0.6%,-3.2%,0.7%,-4.7%
CCCOc1ccc(C(=O)Nc2ccc(S(=O)(=O)NC3=NCCCCC3)cc2)cc1,2.6%,?,6.9%,3.7%,-10.5%,-5.8%,-0.8%,2.3%,-12.7%
COc1ccc(C(=O)Oc2ccc(/C=N/Nc3ccc(Cl)c(C(=O)O)c3)cc2OC)cc1,-1.2%,-23.2%,7.4%,0.8%,?,-0.2%,-1.3%,-2.4%,?
COc1ccccc1C(=O)Nc1sc(C(=O)N2CCCC2)c(C)c1C#N,-23.5%,1.3%,0.5%,3.2%,16.2%,0.2%,-3.6%,0.5%,-12.1%

3 structures from above, arranged by length of the SMILES, ascending.
canonical_smiles,Vif-A3F inh,RGS4 inhibitor,IDH1 R132H inh,TrxR1 inh,12-LOX inh,Vif-APOBEC3G blk,TrxR1 substrate,RXFP1 agonist,USP1 inh
COc1ccccc1C(=O)Nc1sc(C(=O)N2CCCC2)c(C)c1C#N,-23.5%,1.3%,0.5%,3.2%,16.2%,0.2%,-3.6%,0.5%,-12.1%
CCCOc1ccc(C(=O)Nc2ccc(S(=O)(=O)NC3=NCCCCC3)cc2)cc1,2.6%,?,6.9%,3.7%,-10.5%,-5.8%,-0.8%,2.3%,-12.7%
COc1ccc(C(=O)Oc2ccc(/C=N/Nc3ccc(Cl)c(C(=O)O)c3)cc2OC)cc1,-1.2%,-23.2%,7.4%,0.8%,?,-0.2%,-1.3%,-2.4%,?

Screening data: PubChem, National Center for Advancing Translational Sciences (NCATS)

A portion of the library; count on the stated rates, not on these rows.
